# thrombin 1536: blocks human thrombin protease activity; hit rate 0.26% among 220,000; inhibition, % at 5 µM; P00734; alpha-thrombin, Boc-VPR-AMC fluorogenic substrate cleavage; AID 1046;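 active = inhibition at or above 40%; inactive = inhibition below 40%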;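 note: 0% = enzyme with no compound and 100% = wells without enzyme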
#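 Material: human alpha-thrombin enzyme / Medium: pH 7.5 Tris (50 mM) with NaCl 150 mM, Tween 20 0.05% / Compound: single-point dosing at 5 µM, 0.2% DMSO / Incubation: enzyme reaction carried out at room temperature / Detection: AMC fluorescence, 355/460 nm / Read-out basis: percent inhibition scaled between no-compound controls and no-enzyme blanks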
# FXIa inh: blocks human coagulation factor XIa protease activity. AID 798. purified FXIa, Boc-Glu-Ala-Arg-AMC fluorogenic substrate. P03951. hit rate 0.14% among 220,000. inhibition, % at 5 µM;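 active = inhibition of at least 40%; inactive = inhibition below 40%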;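 note: fluorescence of freed AMC excited at 355 nm; 0% = enzyme without compound and 100% = no enzyme blank; many of its hits are not listed in these tables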
# FXIIa inh 1536: blocks human coagulation factor XIIa protease activity | purified FXIIa, Boc-QGR-AMC fluorogenic substrate, 2 h | inhibition, % at 5 µM | hit rate 0.3% among 220,000 | AID 800; in the data active = inhibition above about 40%;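 note: 0% = enzyme with no compound and 100% = blank without enzyme; many of its hits are not listed in these tables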
# Target sequence (P00748 20-372 limits assumed): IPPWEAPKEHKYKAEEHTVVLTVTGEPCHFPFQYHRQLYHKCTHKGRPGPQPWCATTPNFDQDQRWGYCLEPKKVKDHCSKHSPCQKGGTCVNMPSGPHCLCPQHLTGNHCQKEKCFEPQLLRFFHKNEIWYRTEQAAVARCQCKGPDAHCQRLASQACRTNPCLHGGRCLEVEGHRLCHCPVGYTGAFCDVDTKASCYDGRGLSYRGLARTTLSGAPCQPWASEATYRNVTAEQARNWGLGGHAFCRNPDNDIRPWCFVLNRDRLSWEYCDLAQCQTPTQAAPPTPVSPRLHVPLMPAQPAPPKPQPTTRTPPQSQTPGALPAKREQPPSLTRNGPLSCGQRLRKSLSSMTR
# Target sequence (P00748 373-615 limits assumed): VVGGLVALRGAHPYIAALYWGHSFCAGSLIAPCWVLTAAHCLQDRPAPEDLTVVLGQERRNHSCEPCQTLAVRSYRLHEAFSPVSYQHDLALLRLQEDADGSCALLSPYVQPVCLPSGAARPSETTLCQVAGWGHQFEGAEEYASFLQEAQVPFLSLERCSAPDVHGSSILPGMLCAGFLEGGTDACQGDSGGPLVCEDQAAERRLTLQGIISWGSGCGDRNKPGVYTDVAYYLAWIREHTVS
# Furin inhibitor: human furin inhibition; purified furin, fluorogenic substrate cleavage; inhibition, % at 30 µM; hit rate 0.061% among 220,000; in the data active = inhibition above about 25%; note: inactives centre near -15
# Cl transport mod: modulates chloride dependent transport by human KCC2; Q9H2X9; KCC2 cells, thallium flux FluoZin-2 fluorescence; B-score of Tl+ flux slope (higher = more flux/activation; lower = inhibition) at 10 µM; hit rate 2.2% among 190,000; AID 1456;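 active = thallium flux slope and its plate-corrected score both differing from the plate sample mean at a set confidence after two filtering rounds, in either direction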;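 note: slope of fluorescence scaled to starting intensity during 10 to 20 s after thallium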
# Calpain2 inh: inhibitors of pig calpain II; purified calpain II, fluorogenic peptide substrate, 30 min; hit rate 0.37% among 220,000; inhibition, % at 16 µM;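 active = inhibition above about 50%, limit read from the data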
# PERK inh: blocks human PERK kinase; CHO PERK-DD fusion, SEAP luminescence translation reporter; hit rate 0.17% among 220,000; inhibition, % at 5.6 µM; Q9NZJ5;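 active = inhibition above the mean inhibition of all tested compounds plus 3 SD, set separately per screening campaign, cut at about 2.9% in these data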;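 note: PERK kinase domain activated by AP20187 dimerizer at 100 nM; 0% = DMSO with dimerizer and 100% = rapamycin at 8.4 µM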
# hK5 inh: kallikrein 5 (human) inhibition. Q9Y337. recombinant hK5, fluorogenic AMC substrate cleavage. inhibition, % at 5 µM. hit rate 0.59% among 210,000. AID 873;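 active = inhibition of 40% or more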;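 note: 0% = enzyme controls without compound and 100% = no-enzyme blanks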
# Rad51 HR inh: blocks human Rad51 in homologous recombination; hit rate 0.085% among 200,000; inhibition, % at 10 µM; Q06609; hRad51 DNA strand exchange, fluorescence dequenching; AID 1385;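 active = inhibition above 40% at the single screening dose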;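 note: 0% = DMSO control wells and 100% = blanks with heterologous ssDNA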
#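 Assay system: Human Rad51 nucleoprotein filaments preassembled on unlabelled ssDNA | Reagent: Donor/quencher-labelled 47-bp dsDNA substrate | Doses: One concentration, 10 µM final | Times: 37 °C 15-min filament assembly, 30-min compound preincubation, 15-min exchange | Technique: Fluorescein emission 520 nm, excitation 485 nm | Benchmarks: Plate control and blank wells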
# Active calls of the source: *; . = no result given; [ ] = remark or other dose.
nr	molecule	thrombin 1536	FXIa inh	FXIIa inh 1536	Furin inhibitor	Cl transport mod
1	O=C(Nc1nnc(-c2ccccc2)s1)c1cc(S(=O)(=O)N2CCOCC2)c(Cl)cc1Cl	4.1	24.9	41.5*	-9.5[20 µM]	-0.092
2	Cc1cc(/C=N/n2cnnc2)c(C)n1-c1ccc(OCc2ccc(Cl)cc2)cc1	-2.2	-1.4	2.2	-17.3[20 µM]	0.0664
3	CCN(CC)CCNc1nc2c(c(=O)n(C)c(=O)n2C)n1C/C=C(/C)Cl	3.1	-0.6	10.6	-18.8	.
4	CCOc1ccc(-c2nc3n(c(=O)c2C#N)CCCS3)cc1	4.1	6.4	19.2	-6.8[20 µM]	.
5	CSC1=NC(C)(C)C=C(/C=C/c2c(Cl)cccc2Cl)N1	3.9	2.0	6.9	-28.4	0.000153
6	COc1cc(OC)cc(C(=O)NC(=S)NNC(=O)Cc2cccs2)c1	-5.0	-7.4	-1.1	-9.9	1.06
7	COc1cc(/C=C2\C(=O)NN(c3ccc(C)cc3)C2=O)cc([N+](=O)[O-])c1O	3.8	-2.1	5.2	-9.2	-2.62
8	COc1ccc(C2C(C(=O)N3CCOCC3)CCC(=O)N2c2cc(OC)c(OC)c(OC)c2)cc1 (stereo not drawn)	5.5	2.8	5.3	-1.8[20 µM]	2.06
9	Fc1ccc(C(CCCn2nnc(-c3cccnc3)n2)c2ccc(F)cc2)cc1	-0.3	-4.4	-9.8	-20.1[20 µM]	-0.028
10	N#CC1=C(N)OC2=C(CC/C2=C\c2ccccc2)C1c1ccccc1 (stereo not drawn)	1.8	2.5	9.4	4.8[20 µM]	.
11	N#C/C(=N\Nc1ccc(F)cc1)C(=O)C1CC1	1.0	5.2	5.6	-4.7	-1.59
12	COc1cc(OC)c(OC)cc1/C=C/c1cc(C(F)(F)F)[nH]c(=O)n1	-3.6	-1.9	7.3	-18.9	-4.68*
13	CCOC(=O)/C(=N\NC(=O)c1ccccc1)c1ccccc1	1.0	-10.8	8.4	-11.8[20 µM]	-0.875
14	NC(=O)CCC(NS(=O)(=O)c1ccc(Cl)cc1)C(=O)NCc1ccccc1 (stereo not drawn)	5.3	-7.0	6.2	-17.4	0.631
15	COCCn1cc(C(=O)NCCCN2CCC(C)CC2)c2c3ccccc3n(C)c2c1=O	-1.7	0.0	11.0	-21.2	0.79

nr	Calpain2 inh	PERK inh	hK5 inh	Rad51 HR inh
1	21.3	-0.2	4.8	-5.5
2	-17.9	-1.0	-0.4	-7.5
3	-1.8	0.0	-16.2	2.9
4	-83.5	-0.4	-2.2	-3.5
5	-20.1	0.1	-1.6	-9.5
6	6.5	0.8	-74.8	-0.8
7	-26.9	0.5	-6.1	20.8
8	-9.4	0.3	-17.7	3.1
9	35.6	-0.3	5.3	1.5
10	-63.0	0.4	-22.7	.
11	14.3	1.7	3.8	10.5
12	-35.0	0.8	0.1	-14.3
13	-1.2	-1.8	-8.1	9.2
14	-8.5	0.5	20.0	-14.1
15	-183.0	0.7	-10.3	0.3

# Single records, as listed above:
# CCN(CC)CCNc1nc2c(c(=O)n(C)c(=O)n2C)n1C/C=C(/C)Cl as listed: thrombin 1536: 3.1; FXIa inh: -0.6; FXIIa inh 1536: 10.6; Furin inhibitor: -18.8; Cl transport mod: .; Calpain2 inh: -1.8; PERK inh: 0.0; hK5 inh: -16.2; Rad51 HR inh: 2.9
# CCOc1ccc(-c2nc3n(c(=O)c2C#N)CCCS3)cc1 as listed: thrombin 1536: 4.1; FXIa inh: 6.4; FXIIa inh 1536: 19.2; Furin inhibitor: -6.8[20 µM]; Cl transport mod: .; Calpain2 inh: -83.5; PERK inh: -0.4; hK5 inh: -2.2; Rad51 HR inh: -3.5

# The listing continues:
nr	molecule	thrombin 1536	FXIa inh	FXIIa inh 1536	Furin inhibitor	Cl transport mod
16	CN1CCN(c2ccccc2NC(=O)c2c(F)cccc2F)CC1	.	-0.1	0.6	-22.8	-0.322
17	CCc1c(C)nc2ncnn2c1N1CCC(C(=O)N2CCN(c3ccc(F)cc3)CC2)CC1	-4.0	-8.6	2.3	-14.9	.
18	O=C(/C=C/c1ccccc1[N+](=O)[O-])NCC1CCCO1 (stereo not drawn)	1.0	9.2	13.5	-7.2	1.36
19	CCOc1ccc(S(=O)(=O)N(C)c2ccc(OCC(=O)N3CCOCC3)cc2)cc1	-3.9	3.6	7.6	-9.6[20 µM]	-0.0142
20	CCC(=O)NC(Nc1sc2c(c1C(=O)OC)CCC2)C(Cl)(Cl)Cl (stereo not drawn)	-13.3	-10.9	-9.1	-2.7	-1.21
21	N#CC1C(C#N)N2CCCN2C1c1ccc(Cl)cc1 (stereo not drawn)	-0.3	-0.1	6.0	-13.5[20 µM]	0.0411
22	CCOC(=O)C1CCN(Cc2nc3ccccc3c(=O)n2-c2ccc(OCC)cc2)CC1	-5.8	-2.7	0.8	-15.5[20 µM]	-0.537
23	COC(=O)Cn1c(C)nc([N+](=O)[O-])c1Br	-0.9	1.5	1.9	-21.6	0.366
24	CCOC(=O)/C(=C/Nc1ccc(F)cc1)[N+](=O)[O-]	-6.5	-2.6	7.8	-16.4	0.11
25	COC(=O)c1ccc(OC(=O)CCN2c3ccccc3Sc3ccccc32)cc1	-17.0	-2.6	5.9	-5.8	-0.825
26	CCCCNS(=O)(=O)c1ccc2nc(SCC(=O)Nc3sccc3C#N)[nH]c2c1	-2.4	-5.2	1.8	-12.2	.
27	COc1ccc(S(=O)(=O)n2nc(OC(=O)c3cccs3)cc2NC(=O)c2cccs2)cc1	2.6	-0.1	5.3	-30.5	2.12
28	CC(C)OCCCNC(=O)c1cccs1	-0.8	-3.1	9.5	-12.7[20 µM]	0.887

nr	Calpain2 inh	PERK inh	hK5 inh	Rad51 HR inh
16	-12.0	-0.3	-3.8	-8.1
17	6.1	-1.2	-3.7	-0.4
18	-8.4	0.5	-18.6	-3.4
19	-10.8	0.1	-11.2	0.4
20	29.6	-1.7	-22.2	-2.8
21	-13.7	0.1	-7.5	-6.1
22	-5.9	-1.1	-2.7	-11.3
23	-13.6	0.5	-8.8	0.3
24	-16.3	1.4	2.1	.
25	10.8	0.7	-4.1	-2.9
26	-19.3	-0.2	-5.3	2.0
27	-0.9	1.2	-1.3	5.7
28	18.1	1.5	-12.4	-7.0

# Shown tab-delimited: 2 of the compounds above
nr	canonical_smiles	thrombin 1536	FXIa inh	FXIIa inh 1536	Furin inhibitor	Cl transport mod	Calpain2 inh	PERK inh	hK5 inh	Rad51 HR inh
17	CCc1c(C)nc2ncnn2c1N1CCC(C(=O)N2CCN(c3ccc(F)cc3)CC2)CC1	-4.0	-8.6	2.3	-14.9	.	6.1	-1.2	-3.7	-0.4
18	O=C(/C=C/c1ccccc1[N+](=O)[O-])NCC1CCCO1 (stereo not drawn)	1.0	9.2	13.5	-7.2	1.36	-8.4	0.5	-18.6	-3.4

# Screening data: PubChem BioAssay, several laboratories

# The list is partial; the hit share may differ from the screen's.
